Bioassay records: PubChem, several laboratories
Dengue-2 NS5 capping – Dengue-2 NS5 methyltransferase inhibitors, primary screen, biochemical, confirmation dose response (AID 588689); Dengue-2 NS5 methyltransferase capping enzyme assay, biochemical; higher % means a stronger effect; inhibition, % at 25 µM, or IC50 in µM where a hit was titrated; 0.3% of 340,000 active; in the data active = a potency from the dose series
Yfh1-off respiration – enhancers of respiration in Yfh1-depleted yeast, dose response, Friedreich's ataxia, plus single-dose screen (AID 1465). S. cerevisiae Yfh1-off respiration, WST-1 reduction, 72 h; higher fold induction means a stronger effect. fold induction at 50 µM; hits with a dose series show EC50 in µM. 0.074% of 220,000 active;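 active = fold induction of absorbance versus untreated yeast above a set limit, then at least 30% activation at any dose in follow-up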;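 note: activators that raise dye reduction in frataxin-depleted yeast; strong numbers were not always called active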
GPR55 LPI antagonism – inhibition of LPI-stimulated GPR55 beta-arrestin translocation – imaging, U2OS, beta-arrestin-GFP, LPI agonist, primary screen (AID 2013). U2OS GPR55 beta-arrestin-GFP translocation imaging, LPI antagonism; higher % means a stronger effect. 0.13% of 290,000 active. one-dose inhibition, % at 10 µM; IC50 in µM for titrated hits;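 active = spots per cell inhibited over 60%, with over 100 cells counted and total cytoplasm intensity under 500,000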;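 note: U2OS cells stably carrying GPR55 and arrestin-GFP stimulated by 5 µM LPI near EC80; imaged beta-arrestin-GFP aggregate spots per cell after agonist stimulation; plate controls were LPI-stimulated DMSO wells for no effect and DMSO wells without LPI for full effect; some results filed as inactive read as strong as hits; confirmed hits need IC50 under 10 µM and bright autofluorescent wells are also inconclusive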
MgcRacGAP inhibition – MgcRacGAP GTPase-activating activity inhibitors, confirmation, biochemical, ADP Hunter fluorescence; inhibition, % at 30 µM, or IC50 in µM where a hit was titrated; MgcRacGAP-stimulated Rac1 GTP hydrolysis, ADP Hunter fluorescence; higher % means a stronger effect; GST-tagged Rac1 F28L mutant substrate; AID 624330; 0.6% of 340,000 active;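 active = first-screen hits whose inhibition reached a set limit at any dose in the follow-up dose series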;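 note: fluorescence reports GDP produced by GAP-driven GTP hydrolysis; strong numbers were not always called active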
GPR35 antagonists – inhibition of zaprinast-stimulated GPR35 beta-arrestin translocation – imaging, U2OS, beta-arrestin-GFP, zaprinast agonist, primary screen (AID 2058). 0.052% of 290,000 active. one-dose inhibition, % at 10 µM; IC50 in µM for titrated hits. U2OS GPR35 beta-arrestin-GFP translocation imaging, zaprinast antagonism; higher % means a stronger effect;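 active = inhibition of at least 50% with at least 30 cells and total cytoplasm GFP at most 10,000,000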
GPR55 beta-arrestin – selective activators of receptor GPR55 – imaging, U2OS cells, beta-arrestin-GFP redistribution, primary screen (AID 1961); one-dose activation, % at 10 µM; EC50 in µM for titrated hits; U2OS GPR55 beta-arrestin-GFP redistribution imaging; higher % means a stronger effect; 0.048% of 290,000 active;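 active = activation above 40% with more than 50 cells counted in the well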;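 note: U2OS osteosarcoma cells stably expressing GPR55 and beta-arrestin-GFP; plate controls were DMSO negative control for no effect and LPI positive control for full effect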
Large T inhibition – SV40 large T antigen inhibitors, biochemical (AID 1903). SV40 large T antigen ATPase/helicase inhibition assay; higher % means a stronger effect. 0.39% of 310,000 active. one-dose inhibition, % at 20 µM; IC50 in µM for titrated hits; in the data active = a potency from the dose series; note: strong numbers were not always called active
AID2073 – disruptors of CaV2.2 binding to Mint1 – biochemical, HTRF (AID 2073). HTRF protein-protein interaction, Mint1-CaV2.2; higher % means a stronger effect. one-dose inhibition, % at 20 µM; IC50 in µM for titrated hits. 0.19% of 290,000 active; in the data active = inhibition mostly above about 51%, no sharp cut-off; note: some results filed as inactive read as strong as hits
NTR1 agonist – agonists of NTR1, primary screen, imaging, U2OS cells, beta-arrestin-GFP, high content (AID 493036). P30989. NTR1-U2OS beta-arrestin-GFP spot imaging, agonist mode. activation, % at 20 µM. 0.17% of 330,000 active;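 active = activation at or above 40% of the spot to cytoplasm intensity ratio, with at least 20 cells analyzed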;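 note: 0% = DMSO without peptide and 100% = 100 nM NTR1 peptide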
Target sequence (P30989 whole entry, looked up): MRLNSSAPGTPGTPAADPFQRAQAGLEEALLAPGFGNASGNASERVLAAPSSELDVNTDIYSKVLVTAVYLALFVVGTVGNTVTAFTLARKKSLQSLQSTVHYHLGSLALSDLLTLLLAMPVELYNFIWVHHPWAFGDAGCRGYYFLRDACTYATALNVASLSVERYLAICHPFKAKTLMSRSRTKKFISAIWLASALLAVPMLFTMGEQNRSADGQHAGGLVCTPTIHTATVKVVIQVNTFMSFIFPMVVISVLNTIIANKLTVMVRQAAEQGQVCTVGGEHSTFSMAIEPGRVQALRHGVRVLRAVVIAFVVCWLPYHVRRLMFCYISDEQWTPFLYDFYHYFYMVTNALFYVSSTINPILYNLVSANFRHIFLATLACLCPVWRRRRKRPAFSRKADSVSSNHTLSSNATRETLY
NTR1 agonist cell count 20 µM – also measured in NTR1 agonist; calls as there; cell count; measured here: cell count, cytotoxicity flag
Dengue-2 NS5 capping pilot replicate – also measured in Dengue-2 NS5 capping; calls as there; inhibition, %; measured here: pilot screen replicate inhibition
* = called active by the depositor; i = inactive; . = no result given.

SMILES | Dengue-2 NS5 capping | Yfh1-off respiration | GPR55 LPI antagonism | MgcRacGAP inhibition | GPR35 antagonists | GPR55 beta-arrestin | Large T inhibition | AID2073 | NTR1 agonist | NTR1 agonist cell count 20 µM | others
Cc1cccc(/C=C(\c2nc3ccccc3[nH]2)S(=O)(=O)c2ccccc2)c1 | -33% | i | 1% | 8% | 23% | 0.7% | 10% | 8% | . | .
CCOC(=O)C1(CCOc2ccccc2)CCN(Cc2ccc(-n3cccn3)cc2)CC1 | -6% | i | 13% | 8% | -1% | -0.1% | 26% | 2% | 5.3 | 59
C=CCOc1ccc(Br)cc1/C=C1\NC(=S)N(C(C)=O)C1=O | 5% | . | -17% | 12% | -6% | 0.6% | 8% | -6% | 0.9 | 53
Cc1nnc(SCC(=O)NCc2ccc3c(c2)OCO3)s1 | 3% | i | 6% | 0% | 16% | -0.2% | 3% | -8% | -0.7 | 81
CC1OC(Oc2ccc3ccc(=O)oc3c2-c2c(O)ccc3cc(Oc4ccc5ccc(=O)oc5c4)c(=O)oc23)C(O)C(O)C1O (stereo unspecified) | -8% | i | 5% | 6% | 13% | -0.3% | 17% | 8% | 6.7 | 82
Cc1cc(NC(=O)Cn2c(C)nc3ccccc3c2=O)ccc1Br | -6% | i | 0% | 17% | 3% | -0.1% | 3% | -2% | -0.9 | 51
CCOCCCNC(=O)C1CC(=O)N(C2CCCC2)C1 (stereo unspecified) | -1% | i | 0% | -12% | 1% | -0.2% | 2% | 1% | 2.0 | 63
C=CC(=O)NC1CC2CCC1(C)C2(C)C (stereo unspecified) | 2% | i | 1% | 1% | -3% | -0.1% | 8% | 4% | -0.3 | 51
Cc1cc(=O)c(C(=O)O)nn1-c1ccccc1F | 3% | . | -1% | 3% | -14% | -0.1% | 5% | -4% | 13 | 34
CCC[C@@H](OS(N)(=O)=O)[C@@H](Cc1ccccc1)C(=O)OCC | -5% | . | -9% | -8% | 2% | 0.4% | -2% | -1% | 15 | 90
CCn1c(SCC(=O)Nc2ccc3c(c2)OCO3)nc2c1c(=O)n(C)c(=O)n2C | -1% | i | 8% | 11% | 6% | 0.1% | 6% | -1% | 0.7 | 26
COc1cc(C(=O)Oc2ccc(/C=N/NC(=O)c3ccncc3)cc2)cc(OC)c1OC | 0% | . | 2% | 16% | -8% | -0.1% | 24% | 10% | 0.3 | 70
COc1cc2[nH]c(=O)n(CCCCCC(=O)NCCCN3CCCC3=O)c(=O)c2cc1OC | -1% | i | 0% | 2% | -4% | -0.2% | 12% | 5% | 0.7 | 77
COc1cc(C)c(Cl)cc1S(=O)(=O)n1cnc2ccccc21 | -6% | i | 7% | 4% | 15% | -0.1% | 10% | 0% | 0.5 | 54
O=C(NCC1CCCO1)c1ccc2c(=O)n(-c3ccc(F)cc3)c(=S)[nH]c2c1 (stereo unspecified) | 2% | i | 11% | -2% | -2% | -0.5% | 4% | 6% | -1.0 | 47
O=C(Cc1ccccc1)c1nnc(-c2ccccc2)o1 | -7% | i | 9% | -6% | -11% | 0.4% | 12% | 8% | 2.4 | 61
C/C(=N\NC(=O)COc1ccc(C(C)(C)C)cc1)c1cc2ccccc2o1 | -2% | i | 10% | 10% | 3% | 0.1% | 24% | 8% | 12 | 80
O=C(NN1CCOCC1)c1cc(-c2ccc(Cl)c(Cl)c2)nc2ccccc12 | -6% | i | 13% | 4% | -9% | -0.4% | 6% | 16% | 0.3 | 69
CC(C)Cc1nnc(NC(=O)C2CCN(C(=O)c3ccc(Cl)cc3)CC2)s1 | -6% | . | . | 10% | . | . | 11% | . | 0.7 | 54
Cc1ccc(-n2cc[nH]c2=S)cc1C | -1% | i | 12% | 6% | 5% | 0.2% | 6% | 0% | 0.0 | 84
CC(C)N(Cc1nccn1C)C(=O)c1cc(COc2cccc(C(F)(F)F)c2)on1 | -1% | . | 2% | 4% | -10% | 0.3% | . | 3% | -0.5 | 55
Oc1c(/C=N/c2ncn[nH]2)ccc2ccccc12 | 3% | i | -18% | 7% | 0% | 0.3% | 9% | -12% | 1.6 | 83
CN(C)c1ncc(S(=O)(=O)c2ccc(Cl)cc2)c(-c2ccc(Cl)cc2Cl)n1 | -8% | . | 10% | 4% | -2% | -0.1% | 12% | 6% | 3.5 | 60 | Dengue-2 NS5 capping pilot replicate=-1.8
COc1ccc(NC(=O)CSc2ncnc3c2sc2ccccc23)c(OC)c1 | 1% | i | 0% | 7% | 2% | 0.2% | 0% | -2% | 1.7 | 54
CCC1(c2ccccc2)NC(=O)N(CC(=O)Nc2ccc(S(=O)(=O)NC3=NCCCCC3)cc2)C1=O (stereo unspecified) | -3% | . | . | 6% | . | . | 5% | . | 0.5 | 68
CCOC(=O)C1CCN(C2=NC(=O)/C(=C/c3ccc(Cl)cc3)S2)CC1 | -8% | . | -1% | 8% | 4% | -0.1% | 4% | 10% | 3.4 | 83
O=C(O)c1ccc(Cl)c(NCc2ccncc2)c1 | -2% | . | 0% | -7% | -6% | 0.5% | . | 2% | -1.2 | 48 | Dengue-2 NS5 capping pilot replicate=1.5
c1csc(-c2csc3ncnc(NCCCN4CCOCC4)c23)c1 | -8% | i | 4% | 7% | 4% | -0.1% | 0% | -12% | -0.9 | 52
CCCCOC(=O)c1ccc(NC(=O)c2cc(Cl)ccc2OC)cc1 | -3% | i | 2% | 14% | 14% | 0.0% | 14% | 24% | 3.1 | 52
O=Nc1c(O)[nH]c2ccc(F)cc12 | -13% | i | 16% | -1% | -3% | 1.4% | 3% | 17% | -0.3 | 106
O=C(CCN1C(=O)c2ccccc2S1(=O)=O)N1CCN(c2ccccc2F)CC1 | -8% | . | . | 4% | . | . | 8% | . | 0.1 | 60
Cc1ccc(N2CCN(S(=O)(=O)N3CCCCCC3)CC2)cc1Cl | -3% | i | 6% | 13% | -7% | 0.0% | 2% | 1% | 3.3 | 69
Cc1ccc(CS(=O)Cc2ccc(C(=O)NCc3cccs3)o2)cc1 (stereo unspecified) | -4% | . | 6% | 9% | 1% | -0.1% | 16% | 9% | -1.0 | 58
CCCCC(=O)Nc1nn(CC)c2nc3c(C)cccc3cc12 | 4% | . | 6% | 12% | 21% | 0.0% | 16% | 26% | 0.4 | 99
O=C(Cc1ccc([N+](=O)[O-])cc1)NNC(=O)c1cccs1 | -12% | . | 9% | 0% | 5% | -0.1% | 5% | 6% | 0.0 | 35
Cc1ccsc1C1C(C#N)=C(N)N(N(C)C)C2=C1C(=O)CC(C)(C)C2 (stereo unspecified) | 0% | i | 6% | 3% | 3% | 0.1% | -4% | -10% | 0.0 | 59

In the list so far, 5 have fluorine.
SMILES | Dengue-2 NS5 capping | Yfh1-off respiration | GPR55 LPI antagonism | MgcRacGAP inhibition | GPR35 antagonists | GPR55 beta-arrestin | Large T inhibition | AID2073 | NTR1 agonist | NTR1 agonist cell count 20 µM | others
Cc1cc(=O)c(C(=O)O)nn1-c1ccccc1F | 3% | . | -1% | 3% | -14% | -0.1% | 5% | -4% | 13 | 34
O=C(NCC1CCCO1)c1ccc2c(=O)n(-c3ccc(F)cc3)c(=S)[nH]c2c1 (stereo unspecified) | 2% | i | 11% | -2% | -2% | -0.5% | 4% | 6% | -1.0 | 47
CC(C)N(Cc1nccn1C)C(=O)c1cc(COc2cccc(C(F)(F)F)c2)on1 | -1% | . | 2% | 4% | -10% | 0.3% | . | 3% | -0.5 | 55
O=Nc1c(O)[nH]c2ccc(F)cc12 | -13% | i | 16% | -1% | -3% | 1.4% | 3% | 17% | -0.3 | 106
O=C(CCN1C(=O)c2ccccc2S1(=O)=O)N1CCN(c2ccccc2F)CC1 | -8% | . | . | 4% | . | . | 8% | . | 0.1 | 60

(listing goes on)
SMILES | Dengue-2 NS5 capping | Yfh1-off respiration | GPR55 LPI antagonism | MgcRacGAP inhibition | GPR35 antagonists | GPR55 beta-arrestin | Large T inhibition | AID2073 | NTR1 agonist | NTR1 agonist cell count 20 µM | others
Cc1nn(-c2ccc(N3CCOCC3)nn2)c(C)c1CCC(=O)NCc1ccccc1 | 2% | . | 12% | 14% | 9% | -0.3% | 8% | 12% | -0.2 | 55
COc1ccc(/C(C#N)=C/c2ccccn2)cc1 | -4% | i | 12% | 9% | -2% | -0.1% | 3% | 18% | -0.7 | 80
CCn1c(SCC(=O)Nc2ccccc2C(=O)OC)nnc1-c1ccc(N)cc1 | -5% | i | 16% | 9% | -10% | -0.2% | 4% | -3% | 0.8 | 56
O=C(Nc1ccnn1C1CCN(C(=O)c2cccc(Cl)c2)CC1)C1CC1 | -5% | . | -7% | -5% | 5% | -0.1% | 1% | 42% | -0.1 | 62
Cc1ccc(C(=O)NNC(=O)C2CCCN(c3ncccn3)C2)cc1 (stereo unspecified) | 0% | i | -1% | 5% | -4% | -0.1% | 2% | 0% | -0.1 | 51
O=C(CCCN1C(=O)/C(=C/c2ccco2)SC1=S)Nc1ccccc1 | 11% | i | 20% | 16% | -9% | 0.2% | 24% | 25% | 2.2 | 35
Cc1cc(=O)n(CCCO)c(O)c1C#N | 1% | i | 8% | 4% | -6% | -0.1% | 16% | 4% | 0.0 | 59
Fc1ccc(NC(=S)Nc2ccccc2N2CCOCC2)cc1Cl | 1% | i | -5% | 7% | -8% | -0.4% | 2% | 0% | 1.4 | 53
C=CCNc1nc(C(=O)OCC)nc2ccccc12 | . | i | -5% | 7% | 4% | -0.6% | 9% | -3% | 1.1 | 90
Cc1noc(C)c1C(=O)N1CCN(S(=O)(=O)c2cccs2)CC1 | -1% | . | 3% | 1% | -5% | -0.1% | 2% | -3% | 0.6 | 71
CCOC(=O)c1[nH]c2ccc(F)cc2c1NC(=O)CN1CCc2cc(OC)c(OC)cc2C1 | . | . | 15% | . | -7% | -0.2% | 16% | 31% | 2.4 | 81
Cc1ccc(NC(=O)NCCCc2ccccc2)cc1 | -4% | i | -3% | 16% | 11% | -0.2% | -4% | -5% | -1.1 | 53
O=C(Cn1nnc(-c2ccc(Cl)cc2)n1)NCC1CCCCC1 | -6% | i | -1% | 0% | 22% | 0.6% | 2% | 7% | 1.4 | 50

3 compounds already listed, sorted by formula weight, ascending:
SMILES | Dengue-2 NS5 capping | Yfh1-off respiration | GPR55 LPI antagonism | MgcRacGAP inhibition | GPR35 antagonists | GPR55 beta-arrestin | Large T inhibition | AID2073 | NTR1 agonist | NTR1 agonist cell count 20 µM | others
Cc1cc(=O)n(CCCO)c(O)c1C#N | 1% | i | 8% | 4% | -6% | -0.1% | 16% | 4% | 0.0 | 59
Cc1noc(C)c1C(=O)N1CCN(S(=O)(=O)c2cccs2)CC1 | -1% | . | 3% | 1% | -5% | -0.1% | 2% | -3% | 0.6 | 71
Fc1ccc(NC(=S)Nc2ccccc2N2CCOCC2)cc1Cl | 1% | i | -5% | 7% | -8% | -0.4% | 2% | 0% | 1.4 | 53
